# MIN6 prolif – inducers of beta-cell replication in MIN6 cells; MIN6 cells proliferation, ATPlite luminescence, 48 h; cells starved in 0.2% serum; 100% = growth in 10% serum; proliferation, % at 10 µM; 330,000 compounds, 0.29% hits;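 active = compounds whose signal lies at least 3.5 SD above the mean of all wells on their plate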;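 note: 0% = DMSO-treated cells in low-serum medium and 100% = 10% serum control; some compounds called inactive have numbers as strong as hits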
# hIAP inh – human IAP inhibition | AID 2544 | inhibition, % at 10 µM | P09923 | 330,000 compounds, 0.12% hits | purified IAP, CDP-Star luminescence, 30 min;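 active = inhibition reaching a set limit with compound at 10 µM in the primary screen, cut at about 35% in these data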;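 note: plate controls were DMSO wells with enzyme for no effect and no-enzyme buffer wells for full effect; values of inactives mirror those of a sister screen read the other way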
# Target sequence (P09923 whole entry, looked up): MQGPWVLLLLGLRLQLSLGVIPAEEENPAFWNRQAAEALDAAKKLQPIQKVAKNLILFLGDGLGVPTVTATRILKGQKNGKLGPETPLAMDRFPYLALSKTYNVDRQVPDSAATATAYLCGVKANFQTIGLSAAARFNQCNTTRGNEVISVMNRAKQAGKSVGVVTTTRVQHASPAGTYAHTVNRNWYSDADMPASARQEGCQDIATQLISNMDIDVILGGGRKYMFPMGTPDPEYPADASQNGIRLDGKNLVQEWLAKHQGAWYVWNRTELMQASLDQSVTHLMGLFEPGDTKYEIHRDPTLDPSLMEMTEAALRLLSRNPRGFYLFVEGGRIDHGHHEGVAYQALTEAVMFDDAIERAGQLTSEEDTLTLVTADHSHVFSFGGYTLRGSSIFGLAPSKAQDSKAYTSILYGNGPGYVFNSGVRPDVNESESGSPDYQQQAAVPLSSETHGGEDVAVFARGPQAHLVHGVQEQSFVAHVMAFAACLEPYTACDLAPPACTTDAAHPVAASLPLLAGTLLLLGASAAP
# TIM10 inh – growth inhibitors of TIM10 yeast strain. S. cerevisiae TIM10 strain growth, BacTiter-Glo luminescence, 24 h. 330,000 compounds, 1.4% hits. inhibition, % at 10 µM. AID 463195;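 active = inhibition of 40% or more at the single tested concentration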;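 note: wild-type TIM10 isogenic control strain grown at permissive 25 °C; 0% = DMSO yeast wells and 100% = minimal medium wells without yeast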
# A3A deaminase – blocks human APOBEC3A ssDNA deamination; P31941; recombinant A3A, FAM/TAMRA ssDNA deamination fluorescence; inhibition, % at 20 µM; 330,000 compounds, 0.41% hits;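 active = at least 40% inhibition at 20 µM here, with at most 30% in a related deaminase screen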;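 note: plate controls were A3A with DMSO for no effect and wells lacking A3A enzyme for full effect; some results filed as inactive read as strong as hits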
# Target sequence (P31941 whole entry, looked up): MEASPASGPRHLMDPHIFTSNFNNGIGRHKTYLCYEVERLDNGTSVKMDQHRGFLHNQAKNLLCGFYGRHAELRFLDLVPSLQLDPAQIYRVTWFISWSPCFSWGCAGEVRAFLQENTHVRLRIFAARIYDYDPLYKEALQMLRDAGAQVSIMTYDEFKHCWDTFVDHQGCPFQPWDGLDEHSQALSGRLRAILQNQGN
# NALP3 yeast inh – NALP3 inhibition in yeast | Yeast reconstituted NLRP3/ASC/caspase-1, beta-gal luminescence, 24 h | inhibition, % at 10 µM | 330,000 compounds, 0.39% hits;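 active = inhibition of 50% or more; inactive = inhibition below 50%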;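 note: plate controls were induced DMSO wells for no effect and uninduced yeast grown without galactose for full effect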
# A3G deaminase – APOBEC3G (human) deaminase inhibition; Q9HC16; recombinant A3G, ssDNA deamination FAM/TAMRA fluorescence; 330,000 compounds, 0.28% hits; inhibition, % at 20 µM;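 active = inhibition of at least 40% at 20 µM, with no more than 30% in the related APOBEC3A deaminase screen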;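 note: plate controls were DMSO wells with A3G for no effect and wells lacking A3G enzyme for full effect; some compounds called inactive have numbers as strong as hits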
# Target sequence (Q9HC16 whole entry, looked up): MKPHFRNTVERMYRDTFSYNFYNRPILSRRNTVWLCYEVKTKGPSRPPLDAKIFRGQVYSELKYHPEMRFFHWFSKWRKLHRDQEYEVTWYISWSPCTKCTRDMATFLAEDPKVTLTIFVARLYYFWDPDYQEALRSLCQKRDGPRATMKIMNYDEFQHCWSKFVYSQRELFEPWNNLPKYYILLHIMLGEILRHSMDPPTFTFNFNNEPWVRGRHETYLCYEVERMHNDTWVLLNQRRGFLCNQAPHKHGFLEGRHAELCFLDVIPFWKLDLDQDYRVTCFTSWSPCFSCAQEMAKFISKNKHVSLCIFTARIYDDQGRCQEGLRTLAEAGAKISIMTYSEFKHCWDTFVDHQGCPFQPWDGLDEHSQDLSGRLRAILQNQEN
# tim10-1 inh – tim10-1 yeast growth inhibition. S. cerevisiae tim10-1 ts strain growth, BacTiter-Glo, 24 h. inhibition, % at 20 µM. 330,000 compounds, 2.2% hits;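 active = inhibition of at least 40%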;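 note: mutant grown at 25 °C; 0% = DMSO wells with yeast and 100% = wells holding no yeast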
# mIAP inh – blocks mouse intestinal alkaline phosphatase | purified mouse IAP, CDP-Star luminescence, 30 min | inhibition, % at 10 µM | 330,000 compounds, 0.2% hits | AID 2806;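 active = inhibition of at least 40% at 10 µM in the primary screen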;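 note: plate controls were DMSO with enzyme for no effect and no enzyme wells for full effect; values of inactives mirror those of a sister screen read the other way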
# mIAP act – mouse IAP activation; muIAP, CDP-Star luminescence, 30 min; stronger effect = higher value; 1 = vehicle-only enzyme signal, 0 = enzyme-free wells; activation factor at 10 µM; 330,000 compounds, 0.24% hits; AID 2805;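 active = activation factor of at least 2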; note: the source names both 10 and 20 µM as test concentration; values of inactives mirror those of a sister screen read the other way
#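 Assay system: mouse IAP enzyme; reagent: chemiluminescent substrate CDP-Star; dosing: test compounds delivered from DMSO solution; schedule: 30 min at room temperature; measured by: luminescence from enzymatic CDP-Star hydrolysis; controls: DMSO-only wells and no-enzyme negative control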
# * marks the source's active call; other numbers are inactive results. An unsorted share of the library (roughly 4.6% active in at least one column).
SMILES,MIN6 prolif,hIAP inh,TIM10 inh,A3A deaminase,NALP3 yeast inh,A3G deaminase,tim10-1 inh,mIAP inh,mIAP act
Cn1cc(C(=O)NC2CCCCCCC2)c(=O)c2cc(S(=O)(=O)N3CCCC3)ccc21,-1,6,8,-1,5,-3,9,3,0.97
O=C(Nc1cccc(C(=O)N2CCOCC2)c1)c1ccccc1Br,-1,-36,-2,-1,11,-11,12,-7,1.1
CCCCOC(=O)Nc1ccc(N(C)C)cc1,-4,4,5,-2,14,-8,8,0,1
CCOC(=O)/C=C1\SCC(=O)N1CCOc1cccc(Br)c1,-1,-11,30,4,15,4,22,4,0.96
CCOC(=O)c1ccc(N=Nc2c(C)[nH]n(-c3ccccc3)c2=O)cc1,-4,10,1,0,21,0,-9,12,0.89
CC(C)(C)c1cc(NC(=O)CCl)n(-c2ccccc2)n1,-6,10,-168,6,14,-2,-209,-2,1
Cc1ccc(C(=O)N(CN2CCCC2=O)c2ccc(F)cc2)cc1C,-1,-5,-4,2,10,-2,22,0,1
CC(=O)c1ccc(N(C(=O)Cn2nnc3ccccc32)C(C(=O)NCc2ccccc2)c2ccccn2)cc1 (stereo not drawn),-1,5,-8,4,15,2,-3,-3,1
O=C(NCc1cccnc1)c1cc(-c2ccco2)on1,-4,-12,-11,-2,6,-2,19,-4,1
COc1ccc(OCCC(=O)NCCN2CCOCC2)cc1,-3,-17,-2,-4,11,-11,-2,0,1
C(=N\Nc1nc(N2CCCCCC2)nc(N2CCCCCC2)n1)/c1ccccc1,-6,-11,24,1,12,-6,6,4,0.96
CC1=C(C(=O)Nc2cc(C(=O)NCCC(C)C)ccc2C)SCCO1,-1,-2,14,-3,7,-4,1,0,1
CCN(CC(=O)Nc1c(F)cccc1F)C(=O)C1CCN(C(=O)c2ccc(Cl)cc2)CC1,0,-11,13,-4,10,-2,10,2,0.98
O=[N+]([O-])c1ccc(C=Nc2ccc(Cl)c([N+](=O)[O-])c2)s1,-5,18,85*,0,9,-6,65*,1,0.99
COc1ccccc1-c1noc(CCC(=O)Nc2cccc(C(F)(F)F)c2)n1,-4,1,12,-3,18,-4,34,-6,1.1
Cc1ccc(C2=NOC(C)(c3nnc(-c4cccc(Cl)c4)o3)C2)cc1 (stereo not drawn),-2,-3,-2,0,25,5,-6,-2,1
Cc1ccc(Cl)cc1N1CCN(C(=O)c2noc(C)c2[N+](=O)[O-])CC1,-4,8,19,1,-21,6,38,-9,1.1
Cc1csc(NC(=O)CNS(=O)(=O)c2cccs2)n1,-2,15,-1,-4,13,-5,15,0,0.99
CC1CN(c2ccc([N+](=O)[O-])c(NCCOc3ccc(Cl)cc3)c2)CC(C)N1 (stereo not drawn),-5,10,34,-8,29,-4,28,14,0.86
Cc1ccc(C)c2[nH]c(=O)c(CCNC(=O)c3ccc4c(c3)OCO4)cc12,-2,13,14,-2,-10,-2,0,10,0.91
CCOc1ccc(S(=O)(=O)Nc2cccc(C(=O)NCC3(N4CCCCC4)CCCCC3)c2)cc1,-5,-5,-2,3,19,-4,-15,9,0.91
COCCCNC(=O)c1ccc(CS(=O)(=O)c2ccc(OC)cc2)o1,-1,2,3,-1,7,-10,6,-7,1.1
Cc1ccc2nc(N3C(=O)CNC3=S)sc2c1,-3,-31,29,-5,81*,-7,22,-4,1
Cc1cc(C)cc(OCc2ccc(C(=O)NN)o2)c1,-3,-26,11,-2,15,-1,25,-1,1
CC(Cc1cccs1)NC(=S)Nc1ccc(F)cc1 (stereo not drawn),-1,-9,19,-1,17,-4,26,-31,1.3
COc1ccc(C(=O)NCc2nnc(SCC(=O)N3CCc4ccccc43)n2C2CCCCC2)cc1,-1,-12,4,-2,12,-8,-1,-8,1.1
O=C(CN1C(=O)C2CCCCC2C1=O)OCC(=O)c1ccc(F)cc1 (stereo not drawn),-4,-14,-1,-4,7,-5,15,-12,1.1
O=C(CNc1ccc2ccccc2c1)NNC1=NCCC1,0,4,11,0,0,-1,6,4,0.96
CCCCn1c(=O)c(C(=O)N/N=C/c2ccc(F)cc2)c(O)c2ccccc21,-3,-3,11,4,15,0,6,5,0.95
N#C/C(=C/Nc1ccccc1F)S(=O)(=O)c1ccc(Cl)cc1,2,9,24,-5,-4,-7,12,11,0.89
CC1CCCCN1C(=O)CN1CCN(S(=O)(=O)c2ccc(Br)cc2Cl)CC1 (stereo not drawn),-6,3,29,-1,-2,-2,43*,7,0.93
CCC(=O)N1CCc2cc(Br)cc(S(=O)(=O)CCC(=O)NCc3ccco3)c21,4,-12,4,3,5,-3,3,4,0.96
O=[N+]([O-])c1cccc(-c2cn(-c3ccccc3)c(=S)[nH]2)c1,-2,-37,7,-5,4,-5,16,17,0.83
CCCCN(C(=O)CSc1nnnn1C)C1CCS(=O)(=O)C1 (stereo not drawn),0,5,3,-3,13,-3,-1,6,0.94
CCn1nc(C)c(/C=N/NC(=O)Cn2cncn2)c1C,-2,0,-3,1,14,1,-7,-2,1
Cc1ccc(-c2nnc(-c3ccccc3)o2)cc1Br,0,8,29,1,11,-1,23,0,1
CCOC(=O)/C(C#N)=C/c1ccc(N2CCN(Cc3ccccc3)CC2)cc1,-1,10,1,-1,28,-10,17,21,0.79
O=C(CCc1nnc(Cc2cccc(C(F)(F)F)c2)o1)NC1CC1,-2,-17,2,1,1,-3,2,-3,1
COc1ccc(NS(=O)(=O)c2cccc(C(=O)NNC(=O)NCCCl)c2)cc1,-2,-14,0,5,5,-1,-2,5,0.95
O=C(NCc1ccco1)C(NS(=O)(=O)c1cccc2nsnc12)c1ccccc1 (stereo not drawn),5,7,9,2,-7,1,11,3,0.97

# 5 compounds out of the list above, arranged by the value under A3A deaminase, rising:
structure	A3A deaminase
COc1ccc(OCCC(=O)NCCN2CCOCC2)cc1	-4
Cc1cc(C)cc(OCc2ccc(C(=O)NN)o2)c1	-2
Cn1cc(C(=O)NC2CCCCCCC2)c(=O)c2cc(S(=O)(=O)N3CCCC3)ccc21	-1
O=C(CNc1ccc2ccccc2c1)NNC1=NCCC1	0
CCCCn1c(=O)c(C(=O)N/N=C/c2ccc(F)cc2)c(O)c2ccccc21	4

# Next section
SMILES,MIN6 prolif,hIAP inh,TIM10 inh,A3A deaminase,NALP3 yeast inh,A3G deaminase,tim10-1 inh,mIAP inh,mIAP act
Cc1c(C(=O)NCCSCc2ccc(F)cc2)cnn1-c1ccc(Cl)cc1,-2,0,-26,-1,31,-4,30,-15,1.1
CC(=O)c1ccc(NC(=O)CCc2nnc3ccc(NCc4ccco4)nn23)cc1,1,0,6,-3,16,2,-2,11,0.89
O=C(N/N=C1\CCCc2oc(C(=O)O)cc21)c1ccccc1,2,-3,2,1,1,-3,14,-11,1.1
Cc1nn(Cc2cccc(C(=O)O)c2)c(C)c1[N+](=O)[O-],-3,1,-9,0,-5,-6,13,-7,1.1
CCC(NC(=O)c1ccccc1NC(=O)c1ccccc1)C(=O)NNC(=O)CSc1nc2ccccc2o1 (stereo not drawn),0,9,4,-1,0,-6,11,18,0.82
COC(=O)C1=C(C)Nc2nc(-c3ccccc3)nn2C1c1ccc(C)o1 (stereo not drawn),-2,-39,-23,2,19,-5,19,-7,1.1
Cc1nn(-c2ncc(C(F)(F)F)cc2Cl)c(=O)n1-c1ccc(F)cc1,-1,1,6,-1,5,-6,9,2,0.98
Cc1ccnc(NC(=O)Cn2c(=O)oc3ccccc32)c1,4,18,-9,-1,-13,-7,-2,6,0.94
CC(C)OCCCn1c(=NC(=O)c2cccs2)c(C#N)cc2c(=O)n3ccccc3nc21,5,6,15,-5,10,-9,14,-20,1.2
Cc1cccc(NC(=O)CSc2nnc(CSc3nc(C)cc(C)n3)o2)c1,0,9,24,-2,-7,-3,24,5,0.95
CC1SC(C)C(=O)N(CC(=O)Nc2ccc3c(c2)OCO3)C1=O (stereo not drawn),-1,-28,8,-6,-2,-9,6,5,0.95
Cc1cc(=O)oc2cc(OCc3ccc(C(=O)N4CCN(c5ccccc5)CC4)cc3)ccc12,-2,-1,7,-5,23,-3,43*,5,0.95
O=S(=O)(Nc1nc2ccccc2nc1Cl)c1ccc(Br)cc1,-3,-10,19,5,-2,-6,28,-5,1
COc1ccc(CC(NC(C)=O)C(=O)NC2CCN(c3ncccc3[N+](=O)[O-])CC2)cc1 (stereo not drawn),1,9,-8,1,27,-7,5,4,0.96
O=C(Cc1ccc(F)cc1)NC1CCCCCC1,-1,-12,1,-4,16,-7,6,5,0.95
CCn1c(-c2cc(-c3cc(C)ccc3C)nc3ccccc23)n[nH]c1=S,-2,5,1,3,0,-2,13,2,0.98
COCc1ccc(-c2c(-c3cccc(OC)c3)sc3ccc(OC)cc23)cc1,-7,-6,5,0,14,-3,7,19,0.81
C=CCSC1=N/C(=C/c2ccsc2)C(=O)N1c1ccccc1,-3,-15,2,-8,-10,-11,0,17,0.83
CC(=O)c1ccc(N2Cc3ccccc3C2)cc1,-3,5,8,-7,14,-4,-9,-2,1
CC12CCC(C(=O)N3CCN(c4ncccn4)CC3)(c3nc4ccccc4nc31)C2(C)C (stereo not drawn),0,26,12,-2,3,-3,11,-9,1.1
COc1cc2c(cc1OC)CN(Cc1ccc(C)cc1)CC2,-1,4,-11,-3,25,-7,4,6,0.94
CSc1ccc(CN2CCN(Cc3ccc([N+](=O)[O-])cc3)CC2)cc1,-3,-4,-96,1,20,-8,-143,8,0.92
COc1ccc(NC(=O)CO/N=C2\CCCc3nonc32)cc1,3,13,-1,0,25,-2,-20,5,0.95
O=S1(=O)CCN2C(=N1)SC1=C2CCN(Cc2ccccc2)C1,0,6,-1,1,15,0,5,-7,1.1
COc1cc(CCNC(=O)c2cnn3ccccc23)cc(OC)c1OC,-4,6,11,-1,1,-2,11,3,0.97
O=C(COc1ccc(S(=O)(=O)N2CCOCC2)cc1Cl)N1CCOCC1,-1,3,5,-4,15,-14,-9,-1,1
c1ccc(CNc2ncnc3scc(-c4cccs4)c23)nc1,-6,7,-15,-4,16,0,-1,9,0.91
COc1cc(NC(=O)CCCN2C(=O)NC(C)(C)C2=O)cc(OC)c1,-1,2,-4,-4,9,-9,5,2,0.98
C=CCc1cccc2cc(NC(C)=O)c(=O)oc12,-1,-26,8,-1,-8,-3,10,6,0.94
CCCC/C(C)=N/NC(=O)Nc1ccccc1,0,-2,-9,-5,-1,-10,-10,8,0.92
Cc1ccc(C(NC(=O)N2CCCCC2)=C(Cl)Cl)cc1F,4,-1,18,-3,1,-4,34,14,0.86
Cc1cc(OCC(=O)N(C(C)C)C(C)C)cc(C)c1Br,0,-1,2,0,12,0,12,10,0.9
CCC12C(=O)C(CC)(C(c3ccccc3)=C1c1ccccc1)[C@@H]1C(=O)N(c3ccccc3)C(=O)C12 (stereo partly drawn),0,5,19,-4,25,-8,35,11,0.89
COc1ccc(NC(=O)CSCC(=O)N(C)Cc2ccc3c(c2)OCCO3)cc1,-1,11,8,-1,4,-4,10,-8,1.1
COc1ccccc1/C=C/C=C1\Oc2c(ccc(O)c2CN2CCN(CCO)CC2)C1=O,-2,-4,13,2,18,-2,28,23,0.77
O=C(C[n+]1ccccc1)Nc1ccccc1C(=O)O,4,11,-3,1,16,-4,4,4,0.95

# Looked up by compound from above, two records:
SMILES,MIN6 prolif,hIAP inh,TIM10 inh,A3A deaminase,NALP3 yeast inh,A3G deaminase,tim10-1 inh,mIAP inh,mIAP act
COc1ccc(NC(=O)CO/N=C2\CCCc3nonc32)cc1,3,13,-1,0,25,-2,-20,5,0.95
COc1cc(NC(=O)CCCN2C(=O)NC(C)(C)C2=O)cc(OC)c1,-1,2,-4,-4,9,-9,5,2,0.98

# Screening results (PubChem BioAssay)
